BAZ2B block: inhibitors of human BAZ2B bromodomain; AlphaScreen BAZ2B-H3K14Ac peptide displacement; Potency, µM (titrated, usually from 114 µM), for the others: at the top dose activity change, negative = inhibition, hits mostly inhibitors; hit rate 4.4% among 360,000; further: potency means the concentration at half of the fitted maximal effect; on the % scale 0 is the no-effect control and ±100 the full control effect; nearly all actives have a fitted effect of over 60% in size
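Multi-concentration screen (max 110 uM) measuring displacement of acetylated histone H3 peptide from BAZ2B by AlphaScreen, using 50 nM protein, 50 nM peptide and 10 ug/mL streptavidin donor plus Ni-chelate acceptor beads.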
G9a block: G9a (human) methyltransferase inhibition. G9a H3K9 monomethylation, AlphaScreen, 2 h. Potency, µM (top dose mostly 102 µM), inactives show at the top dose activity, negative = inhibition, most hits filed as inhibitors. hit rate 8.8% among 350,000. AID 504332; further: potency means the concentration at half of the fitted maximal effect; on the % scale 0 is the no-effect control and ±100 the full control effect; nearly all actives have a fitted effect of over 75% in size
Target sequence (Q96KQ7 913-1193 limits assumed): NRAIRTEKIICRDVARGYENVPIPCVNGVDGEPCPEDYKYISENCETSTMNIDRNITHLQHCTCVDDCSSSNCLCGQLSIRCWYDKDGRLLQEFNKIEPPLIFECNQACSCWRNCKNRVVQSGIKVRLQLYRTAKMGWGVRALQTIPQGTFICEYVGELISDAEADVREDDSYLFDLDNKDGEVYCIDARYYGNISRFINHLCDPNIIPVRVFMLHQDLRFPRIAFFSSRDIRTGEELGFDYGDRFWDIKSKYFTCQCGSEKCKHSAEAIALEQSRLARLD
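Readings reflect AlphaScreen signal from monomethyl-H3K9 antibody detection. HMT at 20 nM; substrate b-H3K9 500 nM; cofactor SAM 20 uM; 2 h RT reaction; compounds tested as titrations in qHTS with 15 min preincubation.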
GLS inh: glutaminase GLS (human) inhibition | hit rate 0.21% among 410,000 | O94925 | Potency, µM (series often up to 45.5 µM), without a hit: at the highest dose activity change, negative = inhibition, hits mostly inhibitors | GLS enzymatic activity, qHTS titration; further: potency means the concentration at half of the fitted maximal effect; on the % scale 0 is the no-effect control and ±100 the full control effect
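Assay buffer: 45 mM KH2PO4 pH 8.2, 0.02% Tween-20. hKGA acts on L-glutamine (1 mM solution added); product glutamate is reported by an oxidase/peroxidase Amplex Red coupling, with fluorescence taken at baseline and 30 min.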
Pin1 inh: blocks the human prolyl isomerase Pin1. hit rate 0.009% among 390,000. Q13526. AID 504891. Pin1 FP peptide displacement, HiFluor488, 10 min. Potency, µM (top dose mostly 115 µM), without a hit: top-dose activity, negative = inhibition, hits mostly inhibitors; active means well fitted inhibition curve with a large enough effect in the polarisation, with a control signal flat, not every such curve was filed as active; inconclusive means small, poorly fitted or top-dose-only effect, or effect the other way, or a change in a side signal; inactive means no such curve, though single readings can be large or run the other way; the % refers to the polarisation; further: potency means the concentration at half of the fitted maximal effect; on the % scale 0 is the no-effect control and ±100 the full control effect
POLH inh: DNA polymerase eta (human) inhibition | hit rate 1.2% among 390,000 | recombinant Pol eta, fluorescent DNA replication assay | Potency, µM (highest dose often 114 µM), for inactives: top-dose activity change, negative = inhibition, most hits filed as inhibitors | AID 588591 | Q9Y253; further: potency means the concentration at half of the fitted maximal effect; on the % scale 0 is the no-effect control and ±100 the full control effect
Target sequence (Q9Y253 whole entry, looked up): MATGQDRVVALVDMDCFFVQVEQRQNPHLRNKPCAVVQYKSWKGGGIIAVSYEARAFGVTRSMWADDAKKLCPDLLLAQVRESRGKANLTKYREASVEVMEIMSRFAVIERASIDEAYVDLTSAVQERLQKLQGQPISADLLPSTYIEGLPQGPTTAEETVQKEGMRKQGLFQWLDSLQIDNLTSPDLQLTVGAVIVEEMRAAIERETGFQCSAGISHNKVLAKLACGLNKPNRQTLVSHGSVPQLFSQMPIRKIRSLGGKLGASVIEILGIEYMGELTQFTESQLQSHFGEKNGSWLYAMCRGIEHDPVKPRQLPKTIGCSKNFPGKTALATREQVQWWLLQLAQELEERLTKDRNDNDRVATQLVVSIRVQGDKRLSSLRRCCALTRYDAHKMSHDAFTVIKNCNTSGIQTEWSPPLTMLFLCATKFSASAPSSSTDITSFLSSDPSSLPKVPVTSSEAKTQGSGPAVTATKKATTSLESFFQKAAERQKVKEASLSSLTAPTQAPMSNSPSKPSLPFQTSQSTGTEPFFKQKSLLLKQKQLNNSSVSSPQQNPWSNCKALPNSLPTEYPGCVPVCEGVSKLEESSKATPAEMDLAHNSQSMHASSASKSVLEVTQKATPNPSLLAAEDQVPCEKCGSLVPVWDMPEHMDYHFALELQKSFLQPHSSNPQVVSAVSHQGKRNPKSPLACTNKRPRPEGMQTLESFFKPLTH
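Fluorescent replication assay: 50 nM final substrate added after a 15 min room-temperature compound preincubation with 10 nM enzyme. Signal taken at 0 min and again at 10 min.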
PI4K2A block: inhibitors of human PI4K2A; Q9BTU6; purified PI4K2A, ADP-Glo luminescence, 1 h; active compounds read low; activity change, negative = inhibition, % at 76.9 µM; hit rate 0.13% among 420,000; in the data active means activity change below about -50%; inconclusive means mostly about -30% to -49%;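 further: -100% = wells without enzyme as full effect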
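ADP-Glo luminescence measured ADP generated by PI4K2A enzyme (4 ug/mL before mixing) with 1.2 mM PI substrate (pre-mix) and 300 microM ATP (pre-mix). Tris pH7.5 buffer with MgCl2, Triton X-100; 1 h reaction at ambient temperature.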
HP1b binding inh: HP1-beta chromodomain-methylated histone interaction inhibition | P83916 | AlphaScreen HP1-beta / biotin-H3K9me3 peptide binding | Potency, µM (top dose mostly 114 µM), for the others: top-dose activity change, negative = inhibition, usual class: inhibitors | hit rate 0.56% among 390,000; further: potency means the concentration at half of the fitted maximal effect; nearly all actives have a fitted effect of over 70% in size; inactives centre near 23
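AlphaScreen: HP1-beta (50 nM) preformed 30 min with biotin-H3(1-18)K9me3 peptide (50 nM) in PBS pH 7.4, 0.01% Tween-20. Compound added for 30 min at RT, then streptavidin donor/nickel chelate acceptor beads (10 ug/mL) for 30 min.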
JMJD2A Tudor inh: blocks the human JMJD2A Tudor domain. hit rate 4.4% among 390,000. Potency, µM (highest dose often 114 µM), without a hit: at the top dose activity change, negative = inhibition, actives largely listed as inhibitors. AID 504339. AlphaScreen JMJD2A-Tudor / H3K4me3 peptide binding. O75164; further: potency means the concentration at half of the fitted maximal effect; on the % scale 0 is the no-effect control and ±100 the full control effect; nearly all actives have a fitted effect of over 50% in size
PGK inhibitor: blocks T. brucei phosphoglycerate kinase; PGK/GAPDH coupled, Kinase-Glo luminescence, 60 min; Potency, µM (titrated, usually from 57.5 µM), without a hit: at the top dose activity change, negative = inhibition, hits mostly inhibitors; hit rate 0.043% among 380,000; AID 602233; further: potency means the concentration at half of the fitted maximal effect; on the % scale 0 is the no-effect control and ±100 the full control effect; nearly all actives have a fitted effect of over 60% in size
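Luminescent ATP detection (Kinase-Glo Plus) follows a 60-minute room-temperature incubation, with wells lacking PGK as controls. Buffer: 100 mM TEA (pH 7.6), 5 mM MgCl2, 0.01% Tween-20. Coupling enzyme GAPDH (100 nM final) supplies unstable 1,3-BPG in-well.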
Numbers without * were called inactive; i = inactive; u = inconclusive; x = no result given; [ ] = remark or other dose. Unless noted, the call rests on the fitted dose curve; in most records, active means well fitted curve in the direction sought with a large enough effect; inconclusive means small, poorly fitted or top-dose-only effect, or another doubt; inactive means no such curve, though single readings can be large; an effect the other way counts as inactive or inconclusive. This is a subset, so the mix of outcomes need not match the whole.

SMILES	BAZ2B block	G9a block	GLS inh	Pin1 inh	POLH inh	PI4K2A block	HP1b binding inh	JMJD2A Tudor inh	PGK inhibitor
CCc1ccccc1NC(=O)CC1S/C(=N\c2nccs2)N(CC)C1=O (centres undefined)	x	u	-2.5%	-1.2%	1.5%	2.1	-5.9%	-0.7%	16.5%
Cc1ccc(-c2[nH]ncc2/C=C(\C#N)C(=O)NC2CCCCC2)cc1	16.4%	-14.2%[59 µM]	-6.8%	11.1%	-21.1%	-3.6	11.6%	-22.7%	4.5%
Cc1cc2c(cc1S(=O)(=O)N1CCC(C)CC1)OCC(=O)N2	u	u	-10.5%	0.9%	-15.3%	-1.2	-12.8%	-30.3%	-6.5%
COc1ccc(-c2csc(/C(C#N)=C/Nc3cc4oc5ccccc5c4cc3OC)n2)cc1	x	-26.9%	0.2%	17.0%	-17.7%	5.0	39.4%[activator]	-9.7%	6.8%
Cc1cc2cc(CNC(=S)Nc3ccc(OC(F)F)cc3)ccc2n1C	-12.6%	-16.4%	-9.0%	u	-6.9%	5.5	-17.4%	u	-0.6%
c1ccc(-c2noc(COc3ccc4c(c3)OCO4)n2)cc1	-6.1%	5.5%[12.7 µM]	2.3%	-0.7%	-13.7%	-5.3	47.2%[activator]	-1.6%	-1.6%
C=CCn1c(SCC(=O)N(C)CC(=O)Nc2ccc(C)cc2)nnc1-c1ccncc1	x	x	4.9%	-9.4%	-16.8%	12.5	2.1%	-19.3%	-6.7%
O=C(Nc1ccnn1C1CCN(Cc2ccc(CO)o2)CC1)c1ccc2c(c1)OCO2	-16.7%	16.3%	-8.9%	-8.8%	-9.9%	3.4	29.5%	-8.3%	-0.7%
CCc1cccc(CC)c1NC(=O)CCCSc1nc2ccccc2s1	1.7%	u	-0.1%	-1.8%	-7.7%	-1.7	-14.0%	3.0%	3.8%
CS(=O)(=O)N1CCN(c2ccc(C(=O)N3CCOCC3)cc2[N+](=O)[O-])CC1	-13.7%	-8.3%	-17.5%	-4.6%	-8.6%	2.0	35.7%	-18.2%	-0.3%
COc1cc(OC)cc(-c2c(C#Cc3ccsc3)c3cc(-c4ccc(SC)cc4)ccc3n2C)c1	x	x	-3.2%	11.8%	-9.3%	-3.1	70.8%[activator]	-16.6%	i
COc1ccc(NC(=O)Cn2cc(S(=O)(=O)c3ccc(C)cc3)c(=O)c3ccccc32)cc1OC	-16.4%	u	0.1%	12.4%	-16.3%	3.6	30.5%	-10.6%	-1.2%
Cc1ccn2c(=O)cc(COc3ccc(NC(=O)COc4ccc(C)c(C)c4)cc3)nc2c1	-0.6%	0.6%[59 µM]	-0.5%	-11.3%	-15.1%	-1.7	25.1%[57 µM]	-7.1%	-8.9%
CC(Sc1nnc(-c2ccccc2F)n1C1CC1)C(=O)NC(N)=O (centres undefined)	-14.1%	-3.7%	-12.3%	-2.0%	-8.9%	-2.0	7.9%	-1.4%	-5.9%
COc1ccc(CC(=O)NNC(=O)COc2ccc3ccccc3c2)cc1	-8.8%	-12.8%[59 µM]	10.1%	16.4%	u	-1.9	11.4%	-7.7%	-1.4%
CCCCCC(=O)N1CCCC1	-1.1%	-6.6%[12.7 µM]	0.2%	-1.6%	-18.6%	-0.2	22.6%[57 µM]	2.6%	-4.1%
CCCc1nc(SCC(=O)N2CCN(c3ccccc3)CC2)c2c(=O)n(C)c(=O)n(C)c2n1	11.7%	-10.2%[59 µM]	-0.6%	1.9%	-3.5%	-3.6	24.8%	-17.4%	-2.7%
COc1cccc(N(CC(=O)NCc2cccnc2)S(C)(=O)=O)c1	-3.5%	u	-3.4%	-1.8%	7.6%	-3.4	26.6%	-15.5%	-9.4%
C=CCN(CC=C)S(=O)(=O)c1ccc2nsnc2c1	-20.9%	u	16.5%	4.3%	-6.2%	-3.6	-3.9%	-2.6%	-1.7%
COC(=O)CCSc1nc2sc3c(c2c(=O)n1Cc1ccccc1)CCC(C(C)(C)C)C3 (centres undefined)	-14.1%	48.9%[activator][59 µM]	1.3%	0.8%	-16.1%	-3.1	31.7%	-10.5%	u
CCN(C)Cc1c(C(=O)N2CCc3ccccc3C2)nc2ccc(Cl)cn12	-8.8%	u	-6.1%	-9.7%	-23.0%	5.6	31.2%	1.0%	-6.9%
Cc1cc(N2C(=O)C(O)=C(C(=O)c3cc4ccccc4o3)C2c2cccs2)no1 (centres undefined)	u	35.5µM*	-2.1%	5.1%	-19.7%	-22.7	-2.0%[57 µM]	u	-11.1%
CC(C)C(=O)Nc1ccc(C(=O)NC2CCSC2=O)cc1 (centres undefined)	12.0%	u	0.8%	4.1%	5.6%	-0.4	17.7%	-8.9%	-2.7%
CC1=C(C#N)C2(O)C(=O)c3ccccc3C2(O)N1 (centres undefined)	4.6%	-30.6%	1.4%	-0.6%	-6.1%	1.6	59.2%[activator]	-0.8%	-2.7%
O=C([C@@H]1CCCN1C1=NS(=O)(=O)c2ccccc21)N1CCN(c2ccccc2)CC1	x	x	10.9%	x	-17.0%	3.8	x	x	-4.8%
Cc1cccc(-n2c(SCC(=O)NC3CCCC3)nnc2-c2ccoc2C)c1	4.5%	0.5%[59 µM]	10.6%	3.7%	3.8%	-1.8	3.6%	-18.9%	-2.8%
COc1ccc(-c2cc(=O)c3ccccc3s2)cc1	-3.1%	-12.9%[59 µM]	5.2%	3.0%	-12.1%	-4.5	30.8%	-1.7%	-3.9%
COc1ccc(C=O)cc1CSc1ncccc1C(=O)O	-9.1%	u	-23.3%	-8.1%	-4.1%	10.4	10.5%	-10.5%	6.4%
CCN(CC(=O)Nc1ccc(NC(C)=O)cc1)C(=O)CCN1C(=O)C2CC=CCC2C1=O (centres undefined)	9.2%	-3.5%	-3.7%	-1.8%	-5.1%	1.1	-6.3%	-17.3%	0.0%
Cc1ccccc1N=C1NN=C(c2ccccc2F)CS1	-27.6%	-9.3%[59 µM]	6.7%	-5.3%	-2.3%	-8.5	13.7%	-27.5%	-2.1%

Four compounds out of the list, arranged by molar mass, high to low.
SMILES	BAZ2B block	G9a block	GLS inh	Pin1 inh	POLH inh	PI4K2A block	HP1b binding inh	JMJD2A Tudor inh	PGK inhibitor
C=CCn1c(SCC(=O)N(C)CC(=O)Nc2ccc(C)cc2)nnc1-c1ccncc1	x	x	4.9%	-9.4%	-16.8%	12.5	2.1%	-19.3%	-6.7%
O=C(Nc1ccnn1C1CCN(Cc2ccc(CO)o2)CC1)c1ccc2c(c1)OCO2	-16.7%	16.3%	-8.9%	-8.8%	-9.9%	3.4	29.5%	-8.3%	-0.7%
COc1ccc(CC(=O)NNC(=O)COc2ccc3ccccc3c2)cc1	-8.8%	-12.8%[59 µM]	10.1%	16.4%	u	-1.9	11.4%	-7.7%	-1.4%
Cc1ccc(-c2[nH]ncc2/C=C(\C#N)C(=O)NC2CCCCC2)cc1	16.4%	-14.2%[59 µM]	-6.8%	11.1%	-21.1%	-3.6	11.6%	-22.7%	4.5%

(list continues)
SMILES	BAZ2B block	G9a block	GLS inh	Pin1 inh	POLH inh	PI4K2A block	HP1b binding inh	JMJD2A Tudor inh	PGK inhibitor
CCOC(=O)c1c(NC(=O)CSc2nncs2)sc(C)c1-c1ccccc1	-25.2%	u	1.5%	42.5%[activator]	-27.8%	-9.0	28.2%	-24.0%	-4.7%
CCOC(=O)/C(C#N)=C/c1ccc(N2CCCCC2)cc1	123.8%[activator]	442.2%[activator]	9.0%	u	-15.2%	-3.3	387.5%[activator]	248.5%[activator]	-9.2%
COc1ccc(-c2cc(=O)[nH]c(=O)[nH]2)cc1	5.5%	18.1%[59 µM]	5.9%	3.9%	u	-4.2	10.4%	-29.4%	-0.9%
CC1CCN(C(=O)C(Cc2ccccc2)n2cccc2)CC1 (centres undefined)	u	u	-1.6%	-1.8%	-11.0%	1.9	15.4%	-30.6%	0.3%
CCOC(=O)c1ccc(NC(=O)CC2C(=O)N(c3cccc(OC)c3)C(=O)N2C2CCCCC2)cc1 (centres undefined)	-9.8%	-29.0%[59 µM]	-0.2%	12.7%	-9.8%	-0.2	32.1%	-16.6%	-8.9%
COc1cccc(CC(=O)Nc2nc3ccccc3[nH]2)c1	-2.9%	-11.1%	-0.5%	2.5%	-3.1%	2.2	9.5%	-19.3%	-10.2%
Cc1cc(=O)c2ccc(Cl)cc2[nH]1	5.6%	0.2%[135 µM]	17.1%	-4.2%	4.1%	-5.6	17.7%	-13.2%	4.7%
CCOC(=O)N1CCN(C(=O)c2c[nH]c3ccc(S(=O)(=O)N(C)c4ccccc4C)cc3c2=O)CC1	-3.0%	4.6%	13.2%	-5.6%	-7.9%	-2.9	25.7%	6.8%	1.0%
Cc1ccc(NC(=O)c2cc3cccc([N+](=O)[O-])c3[nH]2)cc1	-23.2%	u	1.4%	-2.1%	-7.4%	10.2	16.7%	-23.5%	0.9%
CCc1ccccc1OCC(=O)NCC1COc2ccccc2O1 (centres undefined)	x	x	-14.5%	1.0%	-9.3%	1.9	13.7%[57 µM]	7.6%	i
CC1(C)CC(=O)C2=C(C1)N(c1ccccc1)C(=O)CC2c1ccsc1 (centres undefined)	5.4%	7.3%	-0.4%	8.8%	-0.6%	-3.2	48.6%[activator]	0.0%	-13.5%
CCOc1ccc(-c2nnn(CC(=O)NCc3ccc(F)cc3)n2)cc1OCC	11.3%	-10.3%	0.0%	u	4.2%	-2.4	27.7%	-12.6%	i
COc1ccc(C(C#N)=Cc2cccc(OC)c2OC)cc1	x	x	-5.4%	x	-11.5%	-2.1	x	x	i
NC(=O)c1ccc(C(F)(F)F)cn1	1.1%	21.4%[59 µM]	-4.8%	3.0%	-18.1%	-0.2	16.2%	3.5%	i

Assay outcomes from PubChem.
